Bioassay records: PubChem, several laboratories
AddAB inh = growth inhibition of E. coli expressing H. pylori AddAB, primary screen, AddAB inhibitor project, absorbance; inhibition, % at 11.9 µM; 0.29% of 330,000 active; in the data active = inhibition above about 12%;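 note: 0% = vehicle wells of infected cells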
Ecoli viability = E. coli V3065 growth inhibition, primary screen, counter-screen for AddAB inhibitor project, absorbance, OD600; 18 h; AID 449728, 2010; 0.27% of 330,000 active; inhibition, % at 11.9 µM;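 active = inhibition above the campaign's mean inhibition across all tested compounds plus 3 SD, cut at about 9.9% in these data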;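 note: uninfected addAB+ strain grown without phage in ampicillin broth; 0% = DMSO wells and 100% = ciprofloxacin 0.95 µg/ml wells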
PKA-R1A activ = activators of PKA-R1A holoenzyme, primary screen, biochemical, fluorescence polarization, Cy5-IP20, bovine R1A, mouse PKAc | cAMP-dependent protein kinase type I-alpha regulatory subunit (Bos taurus) + … | PKA-R1A dissociation; scaled: DMSO 0%, 113 µM cGMP 100% | activation, % at 11.4 µM | 0.083% of 340,000 active | AID 504707, 2011;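 active = percent activation above the mean of all tested compounds plus 3 SD, cut at about 19% in these data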;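 note: higher means more PKAc released from R1A so a rise in polarization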
Tat export inh = E. coli Tat export inhibitors, primary screen, MC4100, TorA-mCherry reporter, fluorescence, single point; inhibition, % at 10 µM; 0.036% of 340,000 active; AID 488895, 2010;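 active = mean replicate inhibition at least 50% and at least half of replicates individually reaching 50%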;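 note: exported cargo escapes ClpAP degradation while cytoplasmic cargo is degraded and loses fluorescence; 0% = median of neutral control wells and 100% = median of NaSCN control wells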
MOR-DOR ag = agonists of OPRM1-OPRD1 heterodimerization, primary screen, cell-based, luminescence; cells; activation, % at 9.3 µM; 0.3% of 340,000 active; in the data active = activation above about 18%;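 note: 0% = vehicle-treated cells and 100% = reference agonist; values of inactives mirror those of a sister screen read the other way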
PKA-R2B activ = activators of PKA-R2B holoenzyme, primary screen, biochemical, fluorescence polarization, Cy5-IP20, human | 0.079% of 340,000 active | activation, % at 11.4 µM | PKA-R2B holoenzyme dissociation; R2B truncated from residue 108, S112A mutant; 0% DMSO only, 100% 113 µM cGMP | AID 504700, 2011 | cAMP-dependent protein kinase catalytic subunit beta (Homo sapiens) + cAMP-dependent …;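 active = activation above a cutoff set at the mean over all compounds plus 3 SD, cut at about 18% in these data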;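 note: higher means more holoenzyme dissociation and a rise in polarization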
Target sequence (P31323 whole entry, looked up, other chains not shown, the tested form may be a part): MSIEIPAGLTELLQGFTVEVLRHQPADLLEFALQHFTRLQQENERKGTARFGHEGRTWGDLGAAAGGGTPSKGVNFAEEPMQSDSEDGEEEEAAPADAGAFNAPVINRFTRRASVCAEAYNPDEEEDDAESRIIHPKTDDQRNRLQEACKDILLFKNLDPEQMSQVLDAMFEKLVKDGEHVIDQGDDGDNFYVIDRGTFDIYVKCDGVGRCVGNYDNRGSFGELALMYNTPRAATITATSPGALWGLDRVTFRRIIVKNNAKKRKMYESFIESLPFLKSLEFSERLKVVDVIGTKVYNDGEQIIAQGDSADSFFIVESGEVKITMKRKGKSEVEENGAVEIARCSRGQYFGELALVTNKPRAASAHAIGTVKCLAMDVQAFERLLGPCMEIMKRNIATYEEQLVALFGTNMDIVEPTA
HTR5A inv ag = HTR5A inverse agonists in luminescence cell assay, primary screen, counter-screen for OPRM1-OPRD1 heterodimer inverse agonist project, full-deck HTS. 5-hydroxytryptamine receptor 5A (Homo sapiens), P47898. HTR5A cell line, inverse agonism. inhibition, % at 9.3 µM. 0.083% of 340,000 active. AID 504634, 2011; in the data active = inhibition mostly above about 23%, no sharp cut-off; inactive = mostly below about 18%;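 note: 0% = cells with DMSO and 100% = no-cell wells with DMSO; some compounds called inactive have numbers as strong as hits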
Target sequence (P47898 whole entry, looked up): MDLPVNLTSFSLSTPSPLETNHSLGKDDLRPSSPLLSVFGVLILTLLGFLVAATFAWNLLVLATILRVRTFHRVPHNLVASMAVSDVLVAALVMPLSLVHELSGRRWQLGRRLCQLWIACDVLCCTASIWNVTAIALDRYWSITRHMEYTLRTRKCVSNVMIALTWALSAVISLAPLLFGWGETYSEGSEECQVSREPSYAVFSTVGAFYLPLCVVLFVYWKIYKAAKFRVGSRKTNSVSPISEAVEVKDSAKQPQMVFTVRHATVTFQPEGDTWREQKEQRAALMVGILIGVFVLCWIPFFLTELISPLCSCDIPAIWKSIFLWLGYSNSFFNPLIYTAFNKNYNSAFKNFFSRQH
PfHsp90 set2 = growth inhibition of PfHsp90-expressing yeast, primary screen, antimalarial PfHsp90 inhibitor project, S. cerevisiae, BacTiter-Glo luminescence, single point, set 2. 0.32% of 310,000 active. BacTiter-Glo ATP, 48 h; yeast lacking PDR1 and PDR3 efflux regulators. inhibition, % at 9.4 µM;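 active = every replicate shows inhibition above about 80%, whatever the replicate mean, limit read from the data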;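 note: 0% = DMSO neutral controls and 100% = 20 µM radicicol positive controls; yeast relying on Plasmodium falciparum Hsp90 in place of its own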
phage Ecoli inh = growth loss of phage-infected E. coli, primary screen, RecBCD inhibitor project, absorbance, with phage, HTS; inhibition, % at 11.9 µM; 0.26% of 360,000 active; AID 651602, 2012; in the data active = inhibition above about 11%
MOR-DOR inv ag = inverse agonists of MOR-DOR heterodimerization, primary screen, cell-based, luminescence; Mu-type opioid receptor (Homo sapiens) + Delta-type opioid receptor (Homo sapiens), …; cell-based MOR-DOR heterodimer luminescence, inverse agonism; inhibition, % at 9.3 µM; 0.21% of 340,000 active; AID 504357, 2011; in the data active = inhibition above about 22%, passing the limit was not always enough;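 note: 0% = cells with DMSO and 100% = wells without cells with DMSO; values of inactives mirror those of a sister screen read the other way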
SUMO Mot1 rescue = yeast Mot1-301 growth rescue at high temperature, primary screen, SUMOylation pathway inhibitor project, S. cerevisiae, ATP luminescence, 38.5C. AID 2716, 2010. growth rescue, % at 18.8 µM. 1% of 320,000 active. S. cerevisiae Mot1-301 growth rescue; percent above DMSO median, 100 means doubled;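 active = every valid replicate shows activation above 250% relative to neutral control wells; inactive = the rest, any valid replicate at or below 250%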;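 note: OY570 slx delta 5 strain wells were the positive control but not used for scaling; some compounds called inactive have numbers as strong as hits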
Starred values were filed as active, the others as inactive; / = no result given.

SMILES	AddAB inh	Ecoli viability	PKA-R1A activ	Tat export inh	MOR-DOR ag	PKA-R2B activ	HTR5A inv ag	PfHsp90 set2	phage Ecoli inh	MOR-DOR inv ag	SUMO Mot1 rescue
CC1CCN(C(=O)c2[nH]cnc2C(=O)NC2CCN(C(=O)OC(C)(C)C)CC2)CC1	1.6	1.6	-1.2	-11.6	-2.9	-8.4	-39.7	/	1.1	16.0	13.1
COC(=O)CN1C(=O)c2cccc3cccc1c23	3.6	1.2	-2.8	-11.7	-1.9	-9.5	5.0	5.9	2.4	9.6	797.5*
Cc1n(CC(O)COCc2ccccc2)c2ccccc2[n+]1C (stereo unspecified)	0.4	-0.8	1.4	2.8	-0.5	-7.1	-44.3	/	1.1	2.9	-4.1
NC(=O)CN1CCN(C(=O)NC2CCCCC2)CC1	2.1	0.0	-4.5	-2.6	-2.4	8.2	14.6	-30.4	1.8	11.7	11.0
Cc1ccc(NC(=S)NC(=O)c2ccc(-c3ccc(Cl)cc3)o2)c(O)c1	3.0	-5.0	4.9	4.6	6.9	5.1	23.7	-5.1	-0.9	-35.5	55.0
O=C(C1CCCC1)N1CCN(S(=O)(=O)c2ccc(Cl)cc2)CC1	1.5	-0.8	-12.4	-2.8	-0.3	0.7	-23.5	24.1	2.0	1.9	-14.4
COC(=O)C1CN(C(=O)C(C)Oc2cc(C)ccc2C(C)C)c2ccccc2O1 (stereo unspecified)	-3.0	-0.4	-1.8	6.3	1.9	1.0	-4.4	-24.6	5.1	-8.8	338.1
Cc1csc(SCC(=O)NCc2cccs2)n1	0.2	-1.8	6.1	2.1	-0.7	-4.8	0.1	-0.5	0.2	4.0	63.9
CC(O)(CS(=O)(=O)Cc1ccccc1)c1ccc(Cl)cc1 (stereo unspecified)	1.9	1.6	6.2	-3.6	-0.6	-0.9	-16.8	-18.8	-2.2	2.7	-12.4
Cc1cc(C)c2c(n1)sc1c(=O)n(Cc3ccccc3Cl)nnc12	/	/	-3.7	2.5	-4.2	-1.9	-14.7	-35.1	2.6	19.5	/
COc1ccc(-c2ccc(/C=N/NC(=O)c3cccnc3)o2)c([N+](=O)[O-])c1	/	/	3.0	8.0	5.9	6.5	2.4	-26.0	1.6	-31.1	/
O=C(N/N=C/c1cccnc1)c1ccc(NC(=O)c2ccccc2Cl)cc1	1.6	0.1	-5.6	2.3	3.5	-1.7	-15.3	18.2	0.5	-25.0	-15.4
O=C(NC(=S)Nc1cccnc1Cl)c1ccco1	-0.7	-1.1	-6.9	-3.3	-2.9	-2.7	8.6	14.5	1.5	14.4	-23.1
CN1CCN(C(=O)c2cc(=O)c3cc(Cl)cc(Cl)c3o2)CC1	1.1	1.2	-1.8	-13.8	-1.8	-3.8	-11.9	12.5	2.0	7.9	-24.1
O=C(OCC(=O)N1CCN(C(=O)COC(=O)c2ccncc2)CC1)c1ccncc1	4.3	0.8	-1.2	12.1	3.3	11.6	9.1	-4.3	2.9	-19.7	126.9
O=S(=O)(c1ccc(NC(=S)NCc2ccc(F)cc2)cc1)N1CCOCC1	5.0	0.8	-11.5	-10.9	-1.3	0.1	-9.4	-21.9	5.8	5.4	425.0
Cc1cc(C)n(-c2ccc(C(=O)OCC(=O)NCc3ccc(Cl)cc3)cc2)n1	-0.1	-1.8	-3.1	-6.1	-1.6	1.6	1.3	-9.7	2.5	10.0	10.0
COC(=O)c1cc(-c2ccccc2)n(CC(=O)O)c1C	3.3	0.2	-3.7	4.1	-1.3	-1.1	12.8	-36.2	2.5	5.5	9.5
CC(C)N(CC#CCC1(O)c2ccccc2-c2ccccc21)CCO	-0.1	-0.1	3.2	2.3	1.5	-2.6	-16.3	15.5	-0.5	-8.2	-4.8
COC(=O)c1ccc2c(=O)[nH]c(CN3c4ccccc4CC3C)nc2c1 (stereo unspecified)	1.1	0.3	4.0	-9.2	-0.1	2.0	12.2	3.0	4.5	0.8	0.0
CCN1C(c2ccccc2)C(C)C(=O)C(C)C1c1ccccc1 (stereo unspecified)	0.3	0.4	4.7	-3.8	5.0	-1.4	-12.2	-10.8	3.3	-28.5	/
Cc1ccc(S(=O)(=O)N(C)c2ccc(OCC(=O)Nc3ccc(S(C)(=O)=O)cc3)cc2)cc1	/	/	0.5	1.5	-1.9	-5.3	7.0	18.6	1.2	7.4	/
Cc1ccc(NC(=O)CSc2nnc(-c3ccncc3)o2)cc1C	4.3	-0.1	/	-9.6	/	/	/	8.9	2.0	/	1.5
Cc1ccc(NC(=O)COC(=O)C2CSC3(C)CCC(=O)N23)cc1S(=O)(=O)N1CCOCC1 (stereo unspecified)	2.7	-0.2	-4.5	-5.7	-0.9	-3.7	18.0	-4.2	2.0	4.7	/
CCN(CC(=O)Nc1ccc(NC(C)=O)cc1)C(=O)CCN1C(=O)c2cccc([N+](=O)[O-])c2C1=O	-0.3	-1.0	-5.4	4.7	-0.1	-5.6	7.3	-12.2	0.9	0.5	137.9
Cc1noc(C)c1-c1nc(CSc2ccccc2)no1	3.1	-0.4	2.4	3.7	2.2	-1.4	-7.1	3.0	2.2	-11.4	-1.0
O=C(CSc1nnc2ccc(-c3ccc(F)cc3)nn12)N1CCCC1	-0.3	-0.9	0.6	-12.3	-0.2	-3.8	-9.0	-26.8	2.3	0.9	-7.9
CS(=O)(=O)c1ccc(Cl)c(NC(=O)CCNC(=O)c2ccco2)c1	3.0	1.8	9.6	-0.6	-0.3	-11.6	4.3	-13.0	1.4	1.7	8.5
CS(=O)(=O)N1CCC(C(=O)Nc2ccc(Cl)c(Cl)c2)CC1	3.1	0.8	/	-5.3	/	/	/	-13.8	5.8	/	-10.3
CCCC(=O)Nc1ccc(-c2nc3cc(C)c(C)cc3o2)c(O)c1	0.7	-0.5	5.5	-0.3	-1.9	-2.6	10.1	/	2.1	8.6	-9.0
Cc1cc(=O)n2c3c(cccc13)CCC2	1.1	-2.4	4.8	8.2	0.9	-0.2	-13.6	-3.6	1.7	-5.1	15.3
Nn1c(SCC(=O)N2CCOCC2)nnc1-c1ccco1	0.1	0.4	7.0	-0.6	-1.4	2.9	-6.0	22.8	1.7	7.7	-2.6
COc1ccc(CNC(=O)CCNC(=O)c2ccco2)cc1OC	/	/	0.2	2.2	-6.0	-4.3	11.7	6.9	3.2	29.1	/
COCCCNC(=O)c1ccc([N+](=O)[O-])cc1	1.1	0.6	-10.7	-12.0	1.1	0.6	-4.5	-11.3	3.4	-8.2	1.3
O=C1NC(c2ccccn2)Nc2sc3c(c21)CCC3 (stereo unspecified)	-5.4	-5.9	-6.7	15.8	-3.2	-10.0	-24.0	1.8	-2.3	18.1	8.8
O=C(COc1ccc(C(=S)N2CCOCC2)cc1)Nc1ccccc1C(F)(F)F	2.2	-0.8	-4.5	8.8	-2.0	0.7	-1.7	-10.1	0.1	10.2	-28.4
CCc1nnc(NC(=O)c2cccc(NC(=O)C(C)C)c2)s1	3.3	1.1	12.4	2.0	-0.9	13.1	2.5	34.5	-0.9	5.8	/
O=C(Cn1nc(-c2cccc([N+](=O)[O-])c2)c2ccccc2c1=O)NCC1CCCO1 (stereo unspecified)	1.0	0.6	-0.5	-1.1	-1.7	2.2	-1.0	-0.7	2.3	9.0	10.3
Cn1cc(CNC(=O)c2ccc(OC3CCN(Cc4ccccn4)CC3)cc2)cn1	4.2	-0.3	-6.3	-3.1	-2.7	-0.9	17.6	11.7	3.9	14.2	/
CCOc1ccccc1CNS(=O)(=O)c1ccc2c(c1)oc(=O)n2C	0.6	-1.4	8.3	-2.0	0.5	0.1	-4.5	21.0	2.0	-2.2	-5.1

3 structures out of the list, arranged by count of non-hydrogen atoms, high to low:
SMILES	AddAB inh	Ecoli viability	PKA-R1A activ	Tat export inh	MOR-DOR ag	PKA-R2B activ	HTR5A inv ag	PfHsp90 set2	phage Ecoli inh	MOR-DOR inv ag	SUMO Mot1 rescue
O=C(COc1ccc(C(=S)N2CCOCC2)cc1)Nc1ccccc1C(F)(F)F	2.2	-0.8	-4.5	8.8	-2.0	0.7	-1.7	-10.1	0.1	10.2	-28.4
CCOc1ccccc1CNS(=O)(=O)c1ccc2c(c1)oc(=O)n2C	0.6	-1.4	8.3	-2.0	0.5	0.1	-4.5	21.0	2.0	-2.2	-5.1
COCCCNC(=O)c1ccc([N+](=O)[O-])cc1	1.1	0.6	-10.7	-12.0	1.1	0.6	-4.5	-11.3	3.4	-8.2	1.3

The list goes on:
SMILES	AddAB inh	Ecoli viability	PKA-R1A activ	Tat export inh	MOR-DOR ag	PKA-R2B activ	HTR5A inv ag	PfHsp90 set2	phage Ecoli inh	MOR-DOR inv ag	SUMO Mot1 rescue
NC(=O)C1(Nc2ccc(-c3ccc(Br)cc3)cc2)CCCC1	/	/	1.8	-2.6	-0.2	-1.2	-0.4	6.9	3.2	0.7	/
CCCN(CCC)S(=O)(=O)c1cccc(C(=O)N=c2sccn2C)c1	0.5	-1.7	-0.3	-2.1	4.5	-18.3	-2.3	3.2	0.9	-23.5	1.2
Cc1cc(NC(=O)CCCC(=O)Nc2ccc(F)cc2)no1	1.6	-1.5	-10.8	-0.6	-2.5	-2.1	-25.7	-15.1	1.1	13.7	4.0
O=C(CCC1CCCN(C(=O)C2=CCCCC2)C1)N1CCN(c2ccccn2)CC1 (stereo unspecified)	3.5	0.2	-2.1	6.2	2.5	-3.0	10.4	-3.4	4.1	-18.1	2.4
O=C(O)c1ccc(N/N=C/c2ccc(-c3ccccc3Cl)o2)cc1	-0.8	0.9	-6.6	-3.1	-1.9	-2.2	-4.3	-19.8	-1.1	9.4	29.9
Cc1ccc(C)c(N2CCN(S(=O)(=O)c3c(C)[nH]c(C)c3C(=O)N3CCCC3)CC2)c1	2.9	-2.7	-8.8	-9.5	-1.6	-5.6	26.1	-26.4	1.4	8.0	16.2
COCCn1nnnc1C(c1ccc(OC)c(OC)c1)N1CCN(C(=O)c2ccco2)CC1 (stereo unspecified)	2.7	1.6	-0.8	-11.2	1.8	-7.4	-23.4	7.3	-0.3	-14.9	143.2
COC(=O)c1c(NC(=O)c2ccco2)sc(C(=O)Nc2ccc(F)cc2)c1C	2.9	-0.9	-4.7	-4.3	1.0	12.2	-17.9	/	2.8	-6.1	15.4
O=C(Nc1ccc2nc3n(c(=O)c2c1)CCCC3)c1ccccc1F	-0.4	0.4	-3.2	-13.5	-2.7	1.4	7.5	13.3	1.0	13.5	12.3
COc1ccc(C(=O)Nc2nnc(SCC(=O)Nc3ccc(NC(C)=O)cc3)s2)c(OC)c1	5.3	3.2	-4.1	-2.6	-2.6	7.3	0.4	-51.4	-0.1	14.6	-8.0
